Screening data deposited in PubChem BioAssay by National Center for Advancing Translational Sciences (NCATS).
Pol eta inh = DNA polymerase eta (human) inhibition; Q9Y253; recombinant Pol eta, fluorescent DNA replication assay; Potency, µM (doses to about 114 µM), for inactives: at the highest dose activity change, negative = inhibition, actives largely listed as inhibitors; actives 1.2% (n = 390,000); AID 588591; further: on the % scale 0 is the no-effect control and ±100 the full control effect
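Pol eta at 10 nM preincubated with compounds 15 min at room temperature; reaction started with fluorescent substrate (50 nM final) and read kinetically at 0 and 10 min.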
APE1 inh = blocks human APE1 abasic DNA cleavage | Potency, µM (top dose mostly 65.8 µM), for the others: at the top dose activity change, negative = inhibition, most hits filed as inhibitors | AID 2517 | actives 0.35% (n = 350,000) | recombinant APE1, TAMRA/BHQ-2 abasic DNA cleavage fluorescence;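 further: plate controls were vehicle for no effect and reference inhibitor for full effect; nearly all actives have a fitted effect of over 55% in size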
Target sequence (P27695 whole entry, looked up): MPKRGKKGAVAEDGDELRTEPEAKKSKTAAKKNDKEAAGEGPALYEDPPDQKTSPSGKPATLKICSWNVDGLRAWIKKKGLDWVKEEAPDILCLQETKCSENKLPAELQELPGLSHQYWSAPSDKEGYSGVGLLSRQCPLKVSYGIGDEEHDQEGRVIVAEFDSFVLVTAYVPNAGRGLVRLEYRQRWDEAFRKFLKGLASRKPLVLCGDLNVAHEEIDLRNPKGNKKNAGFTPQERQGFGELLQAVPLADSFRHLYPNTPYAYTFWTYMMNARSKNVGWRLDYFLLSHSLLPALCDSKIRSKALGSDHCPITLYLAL
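Substrate: short duplex with […] THF abasic site, 5'-TAMRA and 3'-BHQ-2, 50 nM final. APE1 at 0.75 nM, preincubated 15 min RT with compound. Fluorescence increase from first to third read measured activity.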
BLM helicase inh = Bloom syndrome helicase (human) inhibition | recombinant BLM DNA unwinding, fluorescence dequenching | Potency, µM (highest dose often 56.1 µM), for inactives: at the top dose activity change, negative = inhibition, hits mostly inhibitors | actives 0.2% (n = 350,000) | AID 2528;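 further: plate controls were vehicle for no effect and no enzyme for full effect; nearly all actives have a fitted effect of over 35% in size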
Apoferritin bind = binds horse apoferritin like a general anesthetic | Potency, µM (titrated, usually from 77.5 µM), without a hit: at the highest dose activity change, negative = displacement, usual class: inhibitors | actives 0.074% (n = 350,000) | P02791 | apoferritin/1-aminoanthracene competitive binding, fluorescence | AID 485281; further: on the % scale 0 is the no-effect control and ±100 the full control effect; nearly all actives have a fitted effect of over 20% in size
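Horse-spleen apoferritin (10 uM) in 50% saturated 1-aminoanthracene in PBS was incubated 10 min at room temperature with compound. Fluorescence (ex 380, em 535 nm) was normalized to free and bound 1-AMA, with concentration-response fitted by a four-parameter Hill equation.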
Pol iota inh = DNA polymerase iota (human) inhibition; Q9UNA4; Pol iota fluorescent replication assay, 10 min; Potency, µM (series often up to 115 µM), for the others: top-dose activity, negative = inhibition, actives largely listed as inhibitors; actives 1% (n = 390,000)
Target sequence (Q9UNA4 whole entry, looked up): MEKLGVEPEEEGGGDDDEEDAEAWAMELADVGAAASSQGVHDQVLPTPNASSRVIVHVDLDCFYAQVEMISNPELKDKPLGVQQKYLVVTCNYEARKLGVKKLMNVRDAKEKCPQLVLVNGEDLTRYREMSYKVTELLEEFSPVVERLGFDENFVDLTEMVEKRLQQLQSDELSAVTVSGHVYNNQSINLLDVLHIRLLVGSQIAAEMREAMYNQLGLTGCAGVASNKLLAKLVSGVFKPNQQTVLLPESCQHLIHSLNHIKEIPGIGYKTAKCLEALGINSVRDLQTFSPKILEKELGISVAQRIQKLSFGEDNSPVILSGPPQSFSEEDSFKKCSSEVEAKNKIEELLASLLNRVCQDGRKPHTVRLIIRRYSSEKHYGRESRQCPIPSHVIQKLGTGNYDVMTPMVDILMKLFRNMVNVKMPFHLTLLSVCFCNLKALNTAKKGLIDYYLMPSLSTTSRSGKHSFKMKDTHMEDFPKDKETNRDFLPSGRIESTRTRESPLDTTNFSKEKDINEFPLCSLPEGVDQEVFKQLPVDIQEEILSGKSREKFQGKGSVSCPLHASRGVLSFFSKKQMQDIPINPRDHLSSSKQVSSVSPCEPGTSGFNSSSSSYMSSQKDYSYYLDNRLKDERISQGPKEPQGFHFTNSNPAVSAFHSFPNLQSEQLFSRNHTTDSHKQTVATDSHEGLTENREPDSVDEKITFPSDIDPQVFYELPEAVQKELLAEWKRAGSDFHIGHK
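Fluorescent replication assay read twice, at 0 min and 10 min after adding 50 nM (final) substrate. Enzyme (10 nM) and compounds were first incubated 15 min at room temperature; enzyme-free buffer wells were negative controls.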
BAZ2B inh = BAZ2B (human) inhibition. Q9UIF8. AlphaScreen BAZ2B-H3K14Ac peptide displacement. Potency, µM (top dose mostly 114 µM), for inactives: top-dose activity change, negative = inhibition, hits mostly inhibitors. actives 4.4% (n = 360,000); further: on the % scale 0 is the no-effect control and ±100 the full control effect; nearly all actives have a fitted effect of over 60% in size
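AlphaScreen displacement of biotin-H3(5-23)K14Ac peptide (50 nM final) from BAZ2B (50 nM final) in PBS pH 7.4, 0.01% Tween-20; complex preformed 30 min RT, then compounds (top 110 uM) 30 min RT, beads 20 min dark.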
Pol kappa inh = blocks human DNA polymerase kappa activity; purified Pol kappa, fluorescent DNA synthesis assay, 10 min; Potency, µM (series often up to 107 µM), inactives show at the top dose activity, negative = inhibition, hits mostly inhibitors; actives 0.53% (n = 400,000); AID 588579; further: on the % scale 0 is the no-effect control and ±100 the full control effect
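Enzyme at 10 nM met test compounds for 15 min at room temperature. Substrate addition (50 nM final) began the reaction, which was monitored by fluorescence at 0 and 10 min.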
POLB inh = blocks human DNA polymerase beta activity; actives 1.3% (n = 340,000); P06746; Potency, µM (series often up to 114 µM), for inactives: top-dose activity change, negative = inhibition, most hits filed as inhibitors; Pol beta primer extension/strand displacement, fluorescence kinetic; further: on the % scale 0 is the no-effect control and ±100 the full control effect
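Enzyme-only controls used 10 nM Pol beta; buffer lacking enzyme served as negative control. Compound preincubated 15 min, then 50 nM substrate added; 0 and 10 min reads at room temperature.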
G9a block = inhibitors of human histone lysine methyltransferase G9a. Q96KQ7. G9a H3K9 monomethylation, AlphaScreen, 2 h. actives 8.8% (n = 350,000). Potency, µM (titrated, usually from 102 µM), for inactives: at the top dose activity, negative = inhibition, hits mostly inhibitors; further: on the % scale 0 is the no-effect control and ±100 the full control effect; nearly all actives have a fitted effect of over 75% in size
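AlphaScreen read-out: biotin-H3K9 peptide (500 nM) methylation by 20 nM enzyme with 20 uM SAM, 2 h at room temperature after 15 min compound preincubation; anti-monomethyl H3K9 antibody plus donor/acceptor beads, 10 min dark.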
Numbers without * were called inactive; ? = inconclusive; · = no result given; [ ] = remark or other dose. The call rests on the fitted dose curve; in most records, active means well fitted curve in the direction sought with a large enough effect; inconclusive means small, poorly fitted or top-dose-only effect, or another doubt; inactive means no such curve, though single readings can be large; an effect the other way counts as inactive or inconclusive. Potency means the concentration at half of the fitted maximal effect. The list is partial; count on the stated rates, not on these rows.

SMILES	Pol eta inh	APE1 inh	BLM helicase inh	Apoferritin bind	Pol iota inh	BAZ2B inh	Pol kappa inh	POLB inh	G9a block
Cc1ccc(Nc2c(-c3ccc(N4CCOCC4)cc3)nc3c(C)cccn23)cc1	-17%	·	-10%	-4%	-18%	3%	-15%	-17%	?
COc1cc(NC(=S)NCc2ccco2)c(OC)cc1Cl	-16%	0%	-4%	-6%	1%	?	-5%	-3%	50µM*
COc1ccc(CCN(C(=O)c2ccco2)C(C(=O)NC2CCCC2)c2ccncc2)cc1OC (stereo not drawn)	-17%	-1%	5%	-9%	-15%	-16%	-4%	3%	20%
Cc1cc(C(=O)c2ccccc2)c(NC(=O)CN2CCOCC2)s1	-14%	4%	2%	1%	-12%	-17%	6%	-3%	10%[59 µM]
COc1ccccc1NC(=S)N1CCC(c2nc3cc(C)c(C)cc3[nH]2)CC1	-14%	4%	-4%	-14%	9%	-7%	-8%	-8%	33%[0.501 µM]
COc1ccc(CNC(=O)c2cc3c(=O)n4ccccc4nc3n(CC3CCCO3)c2=N)cc1 (stereo not drawn)	-17%	-3%	4%	-1%	?	-6%	-4%	-5%	18%[59 µM]
CCCCN1CCNC[C@@H]1c1ccccc1	-5%	8%	·	·	4%	-20%	-1%	·	7%[0.501 µM]
Cc1ccc(-c2ccc(CCC(=O)O)n2CC(=O)O)cc1	25µM*	0%	8%	-2%	?	?	3%[60.1 µM]	16µM*	2%[12.7 µM]
CC1CCN(Cc2c(C(=O)N/N=C/c3cc(Cl)ccc3O)nnn2-c2nonc2N)CC1	-15%	20%	-2%	-6%	69%[activator]	2%	-7%	14%	-7%
CCCS(=O)(=O)N1CCCC(C(=O)NCCCN2CCN(c3ccccc3F)CC2)C1 (stereo not drawn)	-11%	0%	-1%	-7%	6%	4%	-5%	0%	50%[12.7 µM]
CN(C)c1ccc(/C=N/NC(=O)CCCCCNC(=O)c2ccccc2)cc1	-8%	-9%	-1%	4%	10%	-21%	-9%	18%	-5%
Cc1cc(NC(=O)COC(=O)c2ccc(S(=O)(=O)N3CCCC3)cc2)no1	-6%	-3%	-11%	-5%	8%	1%	1%	-13%	12%
O=C1c2ccc(Cl)cc2S(=O)(=O)c2cccc(C(=O)N3CCN(c4ncc(Br)cn4)CC3)c21	-9%	26%	·	·	13%	-39%	-2%	·	-17%[2.33 µM]
O=C(Nc1nc(-c2cc(F)ccc2F)cs1)c1ccccn1	-21%	2%	-5%	-5%	37%[activator]	0%	-5%	-3%	31%
CCc1cccc(NC(=O)C2CCN(S(=O)(=O)c3ccc4[nH]c(=O)ccc4c3)CC2)c1	-2%	-8%	-1%	-19%	21%	13%	17%	3%	-1%
C=C1CC(C)OC(c2ccccc2OCC(O)CN2CCCCC2)C1 (stereo not drawn)	-16%	4%	-9%	-5%	39%[activator]	-7%	1%	0%	-12%[59 µM]
CC(Sc1nncn1C)C(=O)Nc1ccccc1-c1ccccc1 (stereo not drawn)	-2%	-7%	-1%	-12%	-7%	-4%	-15%	14%	-6%
CC(=O)c1ccc(NC(=O)CC2Oc3ccc(C)cc3NC2=O)cc1 (stereo not drawn)	6%	·	0%	3%	-13%	-1%	?	10%	-21%[59 µM]
Cc1oc2cc(O)ccc2c(=O)c1-c1nncn1-c1ccccc1	-7%	-2%	-8%	64%[activator]	?	-22%	-25%	10%	-3%[12.7 µM]
CC1CCC2C(=O)N(c3cc(Cl)ccc3OC(=O)c3ccco3)C(=O)C2C1 (stereo not drawn)	-19%	32%	1%	-9%	63%[activator]	-3%	-20%	27%	14%
CCc1cc2c(cc3c(=O)n(CC(=O)NC(C)c4ccccc4)ncn32)s1 (stereo not drawn)	-2%	·	-3%	-14%	10%	-7%	4%	25%	-3%[59 µM]
N/C(=N\OCc1ccc([N+](=O)[O-])cc1)c1ccccn1	-17%	6%	2%	-23%	64%[activator]	-18%	-7%	7%	?
COc1ccc(C(=O)Nc2nc3ccc(OC)cc3s2)cc1	-5%	-2%	-4%	-1%	-4%	-17%	-15%	16%	?
NC(=O)CSc1nnc(CSc2ncccn2)n1-c1ccccc1	-15%	2%	-2%	-5%	-6%	13%	4%	-1%	-4%
COc1cccc(NC(=O)Cc2nnc(SCC(=O)NC3CCCCC3)n2C)c1	-9%	-2%	-1%	-2%	?	1%	-5%	48%	34%[activator]
CCOCCCNC(=O)CN1N=C(c2ccc(C)cc2)CCC1=O	3%	-13%	-1%	-17%	-10%	0%	-7%	-2%	26%
O=[N+]([O-])c1ccc(/C=N/NC(=S)Nc2ccccc2F)o1	-1%	3%	3%	-11%	99%[activator]	?	-12%	5%	?
CC1CCC(NC(=O)CN(C)S(=O)(=O)c2cnc[nH]2)CC1 (stereo not drawn)	-20%	15%	0%	-3%	37%[activator]	15%	-12%	-5%	14%
CCOc1cc(-c2sc(Nc3ccc(CC)cc3)n[n+]2-c2ccccc2)ccc1OC	-28%	0%	·	·	5%	?	-5%	·	-11%[2.33 µM]
Brc1ccc(-c2csc(N3CCCCCC3)n2)cc1	-13%	-4%	-4%	-9%	22%	3%	1%	25%	·

Records listed so far marked active in POLB inh.
| molecule | Pol eta inh | APE1 inh | BLM helicase inh | Pol iota inh | BAZ2B inh | Pol kappa inh | POLB inh | G9a block |
| --- | --- | --- | --- | --- | --- | --- | --- | --- |
| Cc1ccc(-c2ccc(CCC(=O)O)n2CC(=O)O)cc1 | 25µM* | 0% | 8% | ? | ? | 3%[60.1 µM] | 16µM* | 2%[12.7 µM] |

Continuation:
SMILES	Pol eta inh	APE1 inh	BLM helicase inh	Apoferritin bind	Pol iota inh	BAZ2B inh	Pol kappa inh	POLB inh	G9a block
CCOC(=O)c1c(NC(=O)C(Sc2ccccc2)c2ccccc2)sc(C(N)=O)c1C (stereo not drawn)	?	-7%	-2%	-23%	-9%	11%	-6%	-2%	7.9µM*
O=c1nc2n(Cc3ccccc3)c3ccccc3cc-2c(=O)[nH]1	·	4%	1%	73%[activator]	·	10%	·	8%	-19%
COc1ccc(-n2ncc3c(N4CCC(C)CC4)ncnc32)cc1	-10%	-14%	-4%	-7%	-11%	0%	-22%	48%	·
Cc1cc(=O)oc2cc(OC(C)C(=O)Nc3ccc(N4CCCCC4)cc3)ccc12 (stereo not drawn)	-9%	-8%	-5%	?	-2%	-8%	-9%	46%	15%[12.7 µM]
CCOC(=O)c1ccc(NC(=O)c2cc(S(=O)(=O)N3CCOCC3)ccc2O)cc1	-16%	9%	-1%	4%	-8%	-1%	-16%	0%	2%[59 µM]
Cc1cccc(NC(=O)C2COc3ccccc3O2)n1 (stereo not drawn)	19%	11%	1%	-16%	1%	-29%	-1%	-9%	5%
Cc1c(NC(=O)c2ccc3c(c2)OCO3)cccc1-c1nc2ncccc2o1	1%	6%	-1%	-5%	8%	3%	-5%	9%	-1%
C=CCn1c(C)cc(C(=O)CSc2nc3ccccc3c(=O)[nH]2)c1C	-5%	-1%	-11%	-11%	-21%	?	-4%	-17%	50µM*
OCCN(CCO)c1ncnc2c1oc1ccc(Br)cc12	11%	4%	2%	-8%	16%	20%	-18%	7%	?
CCC(C)C(=O)Nc1nnc(SCC(=O)N2C(C)CCCC2C)s1 (stereo not drawn)	-9%	2%	0%	-5%	117%[activator]	6%	2%	47%	-8%
CC(C)OP(=O)(OC(C)C)C(NC(=O)c1cccc([N+](=O)[O-])c1)C(N)=O (stereo not drawn)	-14%	4%	-2%	-6%	-5%	-6%	-18%	10%	0%
CCOC(=O)c1cc(C(C)=O)n2ccccc12	-9%	-2%	0%	-10%	16%	?	1%	6%	37%[12.7 µM]
COc1ccc(NS(=O)(=O)c2cccc(C(=O)NNC(=O)c3cc(C)oc3C)c2)cc1	-18%	15%	1%	-16%	11%	-12%	-2%	57%	26%[59 µM]
Cn1c(=O)[nH]c(=O)c2c1[nH]c(=S)n2Cc1ccc(Cl)cc1	2%	-3%	-3%	2%	-15%	22µM*	-7%	73%	0.89µM*
O=C(N/C(=C\c1ccc(F)cc1)C(=O)N1CCOCC1)c1ccccc1	3%	-12%	0%	3%	100%[activator]	9%	-2%	65%	7%
O=C(COc1ccc2c3c(c(=O)oc2c1)CCC3)N1CCN(c2ccccc2)CC1	-4%	17%	-2%	-4%	-10%	-21%	-15%	2%	5%
CCCOC(=O)Nc1sc2c(c1C(N)=O)CCCC2	-4%	16%	-6%	-4%	87%[activator]	2%	-14%	26%	7%[0.501 µM]
CCOc1ccc(Nc2nc3c(S(=O)(=O)c4ccc(C(C)C)cc4)nnn3c3ccsc23)cc1	-14%	·	0%	6%	18%	-17%	?	34%	-9%[59 µM]
COC(=O)Cc1c(C)c2ccc(OC(C)C)cc2oc1=O	-11%	-1%	-3%	-7%	11%	2%	-2%	-1%	19%
COc1ccccc1NC(=O)CCC(=O)c1ccc(-c2ccccc2)cc1	?	-9%	-10%	-22%	-12%	5%	-12%	-23%	-10%[59 µM]

A few values from the entries so far:
`COc1ccc(NS(=O)(=O)c2cccc(C(=O)NNC(=O)c3cc(C)oc3C)c2)cc1` | POLB inh: 57%
`COC(=O)Cc1c(C)c2ccc(OC(C)C)cc2oc1=O` | BAZ2B inh: 2%
`O=C(N/C(=C\c1ccc(F)cc1)C(=O)N1CCOCC1)c1ccccc1` | G9a block: 7%
`CCCOC(=O)Nc1sc2c(c1C(N)=O)CCCC2` | BAZ2B inh: 2%
`O=C(COc1ccc2c3c(c(=O)oc2c1)CCC3)N1CCN(c2ccccc2)CC1` | APE1 inh: 17%

(further entries)
SMILES	Pol eta inh	APE1 inh	BLM helicase inh	Apoferritin bind	Pol iota inh	BAZ2B inh	Pol kappa inh	POLB inh	G9a block
Cc1cc(OCCCC(=O)Nc2cccc(-n3cnnn3)c2)ccc1Cl	-5%	18%	-7%	-19%	3%	6%	-8%	-21%	13%
CCCS(=O)(=O)c1ncc(Cl)c(C(=O)N2CCN(c3ccc(OC)cc3)CC2)n1	-6%	·	-1%	-20%	-12%	-3%	-4%[60.1 µM]	-1%	11µM*
COc1ccc(/C=C/C(=O)Nc2nc(-c3cccs3)ns2)cc1OC	-19%	·	-3%	172%[activator]	8%	-17%	-7%	-9%	7%[59 µM]
CNC(=O)Cn1c(C)cc(=O)c2cccc(C)c21	-19%	-1%	1%	-9%	-17%[58.9 µM]	-1%	3%	-1%	5%
